# CYP2C19 inh – blockers of cytochrome P450 2C19 activity – biochemical, luminescence, ADME assay, primary screen. P33261. AID 778, 2007. CYP2C19 Supersomes, luciferin-H EGE luminescence, 30 min. hit rate 21% among 96,000. inhibition, % at 5 µM;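 active = CYP2C19 inhibition above a set limit at 5 µM in the primary screen, cut at about 50% in these data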;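 note: plate controls were negative control wells for no effect and 2.5 mM tranylcypromine positive control for full effect; values of inactives mirror those of a sister screen read the other way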
# EphB4 antag – EphB4-ephrin-B2 interaction antagonists, primary screen, biochemical, TNYL-RAW peptide probe, fluorescence polarization | Ephrin type-B receptor 4 (Homo sapiens), P54760 | EphB4 LBD / TNYL-RAW-Alexa532 peptide | inhibition, % at 7 µM | hit rate 0.15% among 97,000;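 active = inhibition above the screen-wide mean inhibition plus 3 SD, cut at about 15% in these data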;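 note: 0% = DMSO wells and 100% = excess unlabeled TNYL-RAW peptide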
# CYP2C9 inhib – blockers of cytochrome P450 2C9 activity – biochemical, luminescence, ADME assay, primary screen; P11712; hit rate 20% among 96,000; inhibition, % at 5 µM; CYP2C9 Supersomes, luciferin-H conversion;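 active = blocking of liver enzyme CYP2C9 beyond about 50% at 5 µM, limit read from the data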; note: values of inactives mirror those of a sister screen read the other way
# HIV Rev-RRE inh – HIV-1 Rev-RRE binding inhibitors, primary screen, biochemical, FRET, protein-RNA interaction; P05866; hit rate 0.79% among 97,000; inhibition, % at 8 µM; AID 704, 2007; Rev peptide-RRE RNA binding;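 active = inhibition above the screen-wide mean plus 3 SD, cut at about 35% in these data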;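 note: 0% = median DMSO wells and 100% = median Neomycin B control wells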
# Target sequence (P05866 whole entry, looked up): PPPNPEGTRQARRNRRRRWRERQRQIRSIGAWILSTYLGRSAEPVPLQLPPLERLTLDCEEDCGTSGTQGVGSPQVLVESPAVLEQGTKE
#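 Test system: Cy5-tagged RRE RNA duplex with fluorescein-tagged Rev peptide | Read-out: % inhibition of FRET ratio versus controls | Probe or stimulus: Labelled Rev peptide | Incubation: 5 min RNA-compound premix plus 15 min binding step, 25 °C | Technique: FRET fluorescence readout | Benchmarks: DMSO low control, neomycin B high control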
# Plk1 PBD FP – Plk1 polo box domain binding inhibitors, primary screen, biochemical, fluorescence polarization; Serine/threonine-protein kinase PLK1 (Homo sapiens), P53350; Plk1 PBD phosphopeptide binding; inhibition, %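 (tested at about 20 µM)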; hit rate 0.13% among 97,000; AID 693, 2007; in the data active = inhibition above about 34%, passing the limit was not always enough
# PLK1 kinase inh – human PLK1 kinase inhibitors, primary screen, biochemical, TR-FRET; Serine/threonine-protein kinase PLK1 (Homo sapiens), P53350; recombinant PLK1 kinase, TR-FRET peptide phosphorylation; inhibition, % at 10 µM; hit rate 0.53% among 97,000;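 active = inhibition of 50% or more in the single-concentration screen; inactive = inhibition below 50%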;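 note: 0% = DMSO max control and 100% = H-89 dihydrochloride min control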
# CYP2C19 act – human CYP2C19 activators, primary screen, biochemical, luminescence; activation factor at 5 µM; AID 1025, 2008; Cytochrome P450 2C19 (Homo sapiens), P33261; recombinant CYP2C19, luciferin-H EGE luminescence; active compounds read high; 0 = fully inhibited enzyme, 1 = untreated enzyme; 96,000 tested, under 10 active;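 active = activation factor of at least 2 at 5 µM in the primary screen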;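 note: 0 = wells with 2.5 mM tranylcypromine and 1 = vehicle-only wells; values of inactives mirror those of a sister screen read the other way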
# PLAP act – PLAP enzyme activators, biochemical, luminescence, HTS. Alkaline phosphatase, placental type (Homo sapiens), P05187. purified PLAP enzyme, luminescent substrate read-out; active compounds read high. activation fold at 20 µM. hit rate 1.2% among 96,000; in the data active = activation fold above about 2
# Target sequence (P05187 whole entry, looked up): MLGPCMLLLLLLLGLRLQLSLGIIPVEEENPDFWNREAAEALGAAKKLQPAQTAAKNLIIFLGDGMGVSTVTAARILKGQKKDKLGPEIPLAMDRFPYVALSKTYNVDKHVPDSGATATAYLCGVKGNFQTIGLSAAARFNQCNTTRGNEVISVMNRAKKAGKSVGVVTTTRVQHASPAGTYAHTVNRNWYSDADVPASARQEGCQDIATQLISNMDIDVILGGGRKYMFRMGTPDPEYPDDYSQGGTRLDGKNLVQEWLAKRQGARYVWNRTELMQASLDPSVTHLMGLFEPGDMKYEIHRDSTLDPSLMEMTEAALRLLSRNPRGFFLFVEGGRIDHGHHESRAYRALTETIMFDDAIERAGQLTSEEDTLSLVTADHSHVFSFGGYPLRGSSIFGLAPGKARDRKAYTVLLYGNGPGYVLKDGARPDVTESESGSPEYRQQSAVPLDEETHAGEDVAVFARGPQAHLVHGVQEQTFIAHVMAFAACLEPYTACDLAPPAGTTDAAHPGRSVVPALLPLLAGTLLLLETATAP
# CYP2C9 act – human CYP2C9 activators, primary screen, biochemical, luminescence | Cytochrome P450 2C9 (Homo sapiens), P11712 | activation factor at 5 µM | recombinant CYP2C9, luciferin-H conversion; active compounds read high; factor 1 = untreated enzyme, 0 = blocked | hit rate 1.4% among 96,000;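 active = activation factor of 2 or more for CYP2C9 at a 5 µM dose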;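 note: 0 = sulfaphenazole-blocked wells and 1 = vehicle-only wells; values of inactives mirror those of a sister screen read the other way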
# Starred values were filed as active, the others as inactive; . = no result given.
SMILES,CYP2C19 inh,EphB4 antag,CYP2C9 inhib,HIV Rev-RRE inh,Plk1 PBD FP,PLK1 kinase inh,CYP2C19 act,PLAP act,CYP2C9 act
CC1(C)CC(=O)C2=C(C1)NC(SCC(=O)Nc1ccccc1)=C(C#N)C2c1ccco1 (stereo unspecified),96*,0,95*,11,-1,-14,0,1,0
CC1(C)CC2CC(C)(CN2S(=O)(=O)c2ccc(N)cc2)C1 (stereo unspecified),74*,3,9,8,-3,-7,0.3,1,0.9
Cc1ccc(OCCn2cc(/C(N)=N/O)c3ccccc32)cc1C,29,1,23,11,13,-14,0.7,1,0.8
O=C(N/N=C/c1ccc(F)cc1)c1cc(-c2ccco2)nc2ccccc12,-2,-4,7,-176,19,-17,1,1.1,0.9
NC(=O)C1CCN(CC(=O)Nc2ccccn2)CC1,-16,1,-16,11,-6,-9,1.2,1,1.2
Cn1c(=O)cc(SCC(=O)NCCCN2CCOCC2)c2ccccc21,-22,3,-14,6,-7,-13,1.2,1.6,1.1
Cc1ccc(CSCCNC(=O)/C=C/c2ccccc2Cl)cc1,4,-4,8,13,26,-6,1,1,0.9
CCOC(=O)c1sc2ccccc2c1OC(=O)c1ccccc1,85*,5,90*,21,21,-5,0.2,0.8,0.1
O=S1(=O)CCN(Cc2ccccc2Cl)CC1,36,0,13,4,-3,-8,0.6,0.8,0.9
COc1ccc(C(=O)Nc2ccc(OC)c(OC)c2)cc1,38,6,-41,4,-26,-4,0.6,0.8,1.4
CSc1ccc(NC(=O)N2CCN(c3nc4ccccc4s3)CC2)cc1,36,-5,37,5,0,-1,0.6,1,0.6
O=C(NCC1CCCO1)c1ccc2c(c1)OCO2 (stereo unspecified),26,8,5,3,-22,-3,0.7,0.9,0.9
Cc1nc(-c2ccccc2)cs1,2,12,-2,5,20,-1,1,1,1
Cc1cc(C(=O)CN2C(=O)c3ccccc3S2(=O)=O)c(C)n1-c1ccccc1,79*,2,66*,8,14,-4,0.2,1.1,0.3
CCOc1ccccc1NC(=O)CCC(=O)O,22,-1,21,8,19,2,0.8,0.9,0.8
N#Cc1ccc2ccn(CC(=O)N3CCCc4ccccc43)c2c1,36,-5,45,11,-3,-12,0.6,1,0.5
COc1ccc(C2C(C(C)=O)=C(O)C(=O)N2c2ccc(Br)cn2)cc1 (stereo unspecified),2,-8,8,0,-9,-21,1,1,0.9
Cc1cc(NC(=O)C2CC(c3ccc(F)cc3)=NO2)n(-c2ccccc2)n1 (stereo unspecified),68*,-7,29,1,9,-7,0.3,1.1,0.7
Cn1c(=O)c2ncn(CC(=O)Nc3ccc(N4CCOCC4)cc3)c2n(C)c1=O,-12,2,10,4,-23,-5,1.1,1.2,0.9
CN1CCN(S(=O)(=O)c2ccc(-c3ccc(S(=O)(=O)N4CCN(C)CC4)cc3)cc2)CC1,-5,.,0,.,.,.,1,1.2,1
O=C(NCn1cnccc1=O)c1ccccc1,-12,0,-5,7,12,-10,1.1,0.9,1
O=C(CSC1=NCCN1)NC12CC3CC(CC(C3)C1)C2,6,-3,3,1,-18,-1,0.9,0.9,1
CCCc1nn(C)c2c1C(c1cccnc1)C(C#N)=C(N)O2 (stereo unspecified),-8,4,1,11,2,18,1.1,1.2,1
COc1cccc(C2CC(C(F)(F)F)n3ncc(C(=O)NCc4ccco4)c3N2)c1 (stereo unspecified),67*,-3,83*,4,-17,0,0.3,1.7,0.2
COC(=O)Cn1cc(C(=O)C2CC2)c2ccccc21,17,-1,7,5,29,-9,0.8,0.8,0.9
SMILES,CYP2C19 inh,EphB4 antag,CYP2C9 inhib,HIV Rev-RRE inh,Plk1 PBD FP,PLK1 kinase inh,CYP2C19 act,PLAP act,CYP2C9 act
C/C(=N/NC(=O)c1cccs1)c1cccc(NC(=O)C2CC2)c1,-6,6,3,8,-15,-16,1.1,1,1
Cc1csc(NC(=O)CSc2nnc(-c3ccncc3)n2C)n1,40,3,48,8,33,9,0.6,1,0.5
CCOC(=O)c1ccc(NC(=O)CSc2nc(SC)ns2)cc1,55*,7,60*,9,-31,-3,0.5,1.1,0.4
Cc1cc(C(=O)N2CCN(c3ncccn3)CC2)c2cc(F)ccc2n1,32,0,31,-1,-2,-1,0.7,0.9,0.7
CC(C)OC(=O)CSc1nc2ncccc2[nH]1,46,0,15,1,15,-19,0.5,1.8,0.8
C=CCN=C(NC#N)SCC(=O)c1cccc(OC)c1,95*,5,-26,3,10,39,0.1,0.8,1.3
COc1cccc(-c2nc(CSCC(=O)N3CCc4ccccc43)c(C)o2)c1,2,2,-3,9,16,-8,1,1,1
O=C1Cn2c(nc3ccccc32)-c2ccccc2N1,-2,4,3,4,-16,6,1,0.8,1
Cc1ccc(NC(=O)CSc2nc(=O)cc(N)n2-c2ccccc2)cc1,10,-3,-10,-3,-5,3,0.9,1.5,1.1
CC(C)CCNC(=O)CN(C(=O)CCC(=O)Nc1ccccn1)c1ccc2c(c1)OCO2,46,0,58*,-2,0,-13,0.5,0.9,0.4
CC(=O)NCCC(Cc1ccccc1)c1ccco1 (stereo unspecified),.,3,.,3,-13,-4,.,.,.
CC(=O)Nc1cccc(NC(=O)CSc2ccc(C(F)(F)F)cc2[N+](=O)[O-])c1,27,-1,-7,-5,-25,-6,0.7,1.1,1.1
Cc1ccc(NC(=O)CCC(=O)NNS(=O)(=O)c2ccccc2)c(C)c1,10,-2,7,4,5,-16,0.9,1,0.9
O=C(NCc1ccco1)c1ccc(Cn2c(=O)c3sccc3n(Cc3ccc(F)cc3)c2=O)cc1,80*,5,80*,2,4,-9,0.2,1.3,0.2
Cc1ccc(N=C(c2cccs2)N2CCOCC2)cc1,73*,1,16,4,4,-3,0.3,1.4,0.8
O=c1[nH]c2cc3c(cc2cc1CN(Cc1nnnn1C1CCCC1)C1CCCC1)OCCO3,-9,5,-12,19,-6,3,1.1,0.8,1.1
Cn1c(=O)c2ncn(CC(=O)Nc3ccc4c5c(cccc35)CC4)c2n(C)c1=O,0,8,15,46*,-29,-6,1,0.9,0.9
CCCC1=C(C(=O)OCC)C(c2ccc(O)cc2)n2ncnc2N1 (stereo unspecified),26,-3,93*,0,-30,-15,0.7,1,0.1
COc1cccc(C2=CC(c3ccccc3)n3ncnc3N2)c1 (stereo unspecified),55*,-1,55*,42*,-5,-5,0.5,1.3,0.4
COc1ccccc1C(=O)Nc1cccc(N(C)S(C)(=O)=O)c1,.,7,.,3,3,-5,.,.,.
O=c1nc(N2CCCCC2)nc(Nc2ccccc2)[nH]1,15,-3,15,-4,2,-16,0.8,2.3*,0.8
CCCC12CN(C(=O)c3ccc(OC)cc3)CC(C)(CN(C(=O)c3ccc(OC)cc3)C1)C2=O,11,-1,-8,5,3,-12,0.9,1.7,1.1
COc1cc2nc(C3CCC3)n(NC(=O)C3CCCC(OC)C3)c(=O)c2cc1OC (stereo unspecified),-16,.,-9,.,.,.,1.2,1.3,1.1
Cc1ccc(S(=O)(=O)Oc2ccc(/C=N/NC(=O)c3nn(C)cc3Cl)cc2)cc1,.,1,.,15,10,-10,.,.,.
C(=N\Nc1ncnc2sc3c(c12)CCC3)/c1ccncc1,83*,-5,82*,-1,-38,24,0.2,1.3,0.2
SMILES,CYP2C19 inh,EphB4 antag,CYP2C9 inhib,HIV Rev-RRE inh,Plk1 PBD FP,PLK1 kinase inh,CYP2C19 act,PLAP act,CYP2C9 act
N#CC1=C(N)SC(N)=C(C#N)C1c1c(Cl)cccc1Cl,89*,-2,95*,11,-4,12,0.1,1.7,0
Cc1ccc(-n2ncc3c(=O)n(-c4ccc(C)c(C)c4)c(C)nc32)cc1,3,.,10,.,.,.,1,0.8,0.9
COc1ccc(OC)c(S(=O)(=O)N2CCC(C(=O)NCc3ccccc3OC)CC2)c1,35,6,-144,0,0,-1,0.7,1.4,2.4*
Cc1ccc(C)c(N2CCN(C(=O)CC3Sc4ccccc4NC3=O)CC2)c1 (stereo unspecified),71*,-9,51*,3,-30,-9,0.3,1.1,0.5
O=C(NCc1cccnc1)c1noc2c1CCCCC2,90*,.,0,.,.,.,0.1,0.9,1
c1ccc(-c2onc3cc4c(cc23)OCCO4)cc1,50*,.,54*,.,.,.,0.5,0.9,0.5
COc1ccc(CCNC(=O)C2CC(c3ccc([N+](=O)[O-])cc3)=NO2)cc1 (stereo unspecified),12,-1,25,1,-11,-8,0.9,0.8,0.8
COc1ccc(Cl)cc1NC(=O)CCn1cnc2ccccc2c1=O,66*,2,-130,4,4,2,0.3,0.9,2.3*
COc1ccccc1N1CCN(C(=O)CN(c2ccc(C)c(C)c2)S(C)(=O)=O)CC1,40,2,-17,10,-19,-13,0.6,1.8,1.2
C=CCn1c(N)cc(=O)nc1SCC(=O)NC(C)c1ccccc1 (stereo unspecified),52*,-5,-16,5,11,-17,0.5,0.9,1.2
COc1cccc(C2CC(c3ccccc3C)n3nc(N)nc3N2)c1 (stereo unspecified),36,.,6,.,.,.,0.6,1,0.9
COc1ccccc1COC(=O)Nc1c(C)nn(C)c1Cl,34,-5,-29,0,18,-9,0.7,0.9,1.3
CCOC(=O)N1CCN(CC(O)COC2CC(C)CC(C)(C)C2)CC1 (stereo unspecified),-4,-3,6,3,-2,-19,1,1.4,0.9
CCOC(=O)N1CCN(C(=O)c2ccc(OC)c(OC)c2)CC1,3,-6,-2,2,5,-10,1,1.1,1
CC(C(=O)N/N=C/c1ccc(N(C)C)c(Br)c1)N(c1ccccc1)S(C)(=O)=O (stereo unspecified),26,11,43,2,12,-4,0.7,1.3,0.6
CC(C)(C)c1ccc(C(=O)CSc2n[nH]c(=O)[nH]c2=O)cc1,2,-3,53*,4,-13,-11,1,1.1,0.5
CC1(C)CC(=O)C2=C(C1)N(Cc1ccco1)C(=O)C2(O)C(F)(F)F (stereo unspecified),11,-9,9,-4,-5,-3,0.9,0.9,0.9
O=C(Nc1ccc(-c2nc3ccccc3[nH]2)cc1)c1ccco1,66*,.,39,.,.,.,0.3,0.9,0.6
CC1=C(OC(=O)c2ccccc2)C(C)(C)C(c2ccc(Br)cc2)OC1=O (stereo unspecified),19,-3,61*,16,-1,-15,0.8,0.7,0.4
CCOC(=O)c1ccc(NC(=O)Nc2ccc(OC)c(OC)c2)cc1,3,-3,-6,4,-6,51*,1,0.8,1.1
COc1ccc(C)cc1S(=O)(=O)NC1CCCCC1C (stereo unspecified),85*,0,89*,2,-12,13,0.1,0.8,0.1
O=C(NCCn1ccc2ccccc21)c1ccc2c(c1)OCO2,65*,.,13,.,.,.,0.3,1,0.9
